Source: PubChem BioAssay (National Center for Advancing Translational Sciences (NCATS))
KB-V1 MDR tox: kills drug-selected multidrug resistant KB-V1 cells; KB-V1 MDR cells viability, CellTiter-Glo, 72 h; Potency, µM (titrated, usually from 46.1 µM), without a hit: at the highest dose activity change, negative = cytotoxicity, hits mostly cytotoxic; 3.4% of 400,000 active; further: potency means the concentration at half of the fitted maximal effect; on the % scale 0 is the no-effect control and ±100 the full control effect; nearly all actives have a fitted effect of over 60% in size
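Luminescent ATP read-out (CellTiter-Glo, 10 min) measures survival of drug-selected KB-V1 MDR cells after 72 h, 37 degrees C compound exposure. Medium: phenol-red-free DMEM, 10% FBS. Values from fitted concentration-response curves.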
TDP-43 yeast inh: inhibitors of TDP-43 toxicity in yeast | TDP-43 expressing yeast growth rescue, BacTiter-Glo, 24 h | Potency, µM (doses to about 46.1 µM), for the others: top-dose growth rescue (activation), hits mostly activators | 1.8% of 410,000 active | AID 652104; further: potency means the concentration at half of the fitted maximal effect; % of control where 0% means no effect; nearly all actives have a fitted effect of over 50% in size
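Growth rescue of TDP-43-toxic yeast measured as ATP luminescence (BacTiter-Glo). Cells grown to mid-log in raffinose, induced in galactose at OD600=0.02, exposed to compound 24 hr at 30 deg C.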
GLP1R inv ag: GLP-1 receptor (human) inverse agonism. HEK293 GLP-1R CRE-luciferase, luminescence, 24 h; GLP-1R form is constitutively active. Potency, µM (titrated, usually from 38.3 µM), for the others: top-dose activity change, negative = inhibition, hits mostly inhibitors. 1.6% of 410,000 active; further: potency means the concentration at half of the fitted maximal effect; on the % scale 0 is the no-effect control and ±100 the full control effect; nearly all actives have a fitted effect of over 55% in size
Target sequence (P43220 whole entry, looked up): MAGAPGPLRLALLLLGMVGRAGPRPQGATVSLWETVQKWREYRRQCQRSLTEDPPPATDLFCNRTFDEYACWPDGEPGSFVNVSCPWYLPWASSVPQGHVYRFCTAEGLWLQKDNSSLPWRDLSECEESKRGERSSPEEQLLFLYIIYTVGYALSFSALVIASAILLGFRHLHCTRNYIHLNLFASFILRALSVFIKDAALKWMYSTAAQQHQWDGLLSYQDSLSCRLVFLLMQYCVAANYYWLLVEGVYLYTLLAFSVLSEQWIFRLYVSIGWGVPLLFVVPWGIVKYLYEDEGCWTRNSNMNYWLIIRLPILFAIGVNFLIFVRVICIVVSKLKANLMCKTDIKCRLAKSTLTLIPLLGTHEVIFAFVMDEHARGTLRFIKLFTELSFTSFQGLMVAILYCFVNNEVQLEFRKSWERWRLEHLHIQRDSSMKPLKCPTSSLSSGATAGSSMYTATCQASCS
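Cells are plated, allowed 12 hours at 37 deg C, then treated with compounds for 24 hr before luciferase detection reagent is added and luminescence is read after 12 min at room temperature. The HEK293 line carries constitutively active GLP-1R with a cAMP-responsive reporter.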
aSyn yeast inh: inhibitors of alpha-synuclein toxicity in yeast. Yeast expressing alpha-synuclein, growth rescue, BacTiter-Glo, 24 h. Potency, µM (titrated, usually from 46.1 µM), for inactives: at the top dose growth rescue (activation), usual class: activators. 0.14% of 370,000 active. AID 652106; further: potency means the concentration at half of the fitted maximal effect; % of control where 0% means no effect; nearly all actives have a fitted effect of over 65% in size
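Screening used galactose-induced yeast with toxic alpha-synuclein levels, exposed to compound for 24 hr at 30 deg C. Cell growth, read with BacTiter-Glo luminescence, gave the measured signal.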
D3 antag: blocks the human D3 dopamine receptor. AID 652054. max response, negative = inhibition, %. P35462. 2.5% of 360,000 active. D3R cells, DiscoveRx beta-arrestin luminescence, antagonist mode; hits give low values; in the data active means max response below about -50%; inconclusive means no clear call, values can overlap the other calls; further: on the % scale 0 is the no-effect control and ±100 the full control effect; mostly tested at two doses, the higher about 12 µM
Target sequence (P35462 whole entry, looked up): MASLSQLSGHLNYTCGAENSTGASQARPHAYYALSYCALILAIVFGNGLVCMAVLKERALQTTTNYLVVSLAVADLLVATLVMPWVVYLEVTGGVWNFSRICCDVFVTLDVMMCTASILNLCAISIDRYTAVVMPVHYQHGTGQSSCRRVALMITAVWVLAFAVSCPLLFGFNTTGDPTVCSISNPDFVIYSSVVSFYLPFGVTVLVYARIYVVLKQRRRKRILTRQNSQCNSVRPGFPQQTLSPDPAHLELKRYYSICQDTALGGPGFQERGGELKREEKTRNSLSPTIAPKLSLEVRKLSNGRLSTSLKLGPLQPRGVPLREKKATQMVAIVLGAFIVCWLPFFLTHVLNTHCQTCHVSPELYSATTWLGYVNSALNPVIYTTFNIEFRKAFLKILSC
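Cells expressing the human receptor were seeded at 1500 cells/well, incubated overnight at 37 degrees C in 5% CO2, then exposed to library compounds with dopamine controls for 90 minutes at 37 degrees C before luminescent detection.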
PTHR1 ag: agonists of human PTHR1 parathyroid hormone receptor | Q03431 | HEK293 GP2 PTHR1 cells, GloSensor cAMP luminescence, 1 h | Potency, µM (highest dose often 115 µM), inactives show top-dose activation, most hits filed as activators | 0.075% of 410,000 active | AID 743266; further: potency means the concentration at half of the fitted maximal effect; nearly all actives have a fitted effect of over 55% in size; some results filed as inactive show a strong effect at the top dose; inactives centre near -15; many of its hits are not listed in these tables
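HEK-293-derived GP2 cells expressing PTHR1 and a GloSensor cAMP reporter, 3,000/well, plated overnight, given luciferin plus IBMX (each 0.5 mM as added) for 1 h at 37 °C, then compound for 1 h at 37 °C. Luminescence was read after 15 min at room temperature.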
GLP1R ag: activates the human GLP-1 receptor | P43220 | HEK293 GLP-1R CRE-luciferase, luminescence, 4-6 h; cells express a hypersensitive GLP-1R form | Potency, µM (doses to about 45.6 µM), without a hit: at the highest dose activation, most hits filed as activators | 0.007% of 380,000 active | AID 624172; further: potency means the concentration at half of the fitted maximal effect; % of control where 0% means no effect
HEK293 tox: cytotoxic in the GLP-1 receptor inverse agonist counter-screen; HEK293 cAMP-luciferase reporter cells, luminescence, 24 h; 0.13% of 410,000 active; Potency, µM (top dose mostly 38.3 µM), without a hit: at the top dose activity change, negative = inhibition, most hits filed as inhibitors; AID 624418;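 further: loss of luciferase light is scored as toxicity; potency means the concentration at half of the fitted maximal effect; on the % scale 0 is the no-effect control and ±100 the full control effect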
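1536-well qHTS counterscreen of the MLSMR; 200 cells/uL, 12 h pre-incubation, 23 nL cpd, 24 h at 37 deg C 5% CO2, luciferase detection reagent, 12 min RT, luminescence. Inhibition = undesired.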
D3 ag: D3 dopamine receptor (human) agonism | D3R DiscoveRx beta-arrestin cells, luminescence, 90 min | 0.58% of 410,000 active | P35462 | max activation, %; in the data active means max activation above about 30%; further: 0% is about no effect; mostly tested at two doses, the higher about 12 µM
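Cells at 1500/well, incubated overnight, then treated with pinned compounds (dopamine as control) for 90 min at 37 degrees C. DiscoveRx reagent added for 30 - 60 minutes at room temperature; luminescence read.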
Numbers without * were called inactive; i = inactive; ? = inconclusive; . = not tested or not shown; & = joins results of further samples; [ ] = another dose, or the depositor's remark. Unless noted, the call rests on the fitted dose curve; in most records, active means well fitted curve in the direction sought with a large enough effect; inconclusive means small, poorly fitted or top-dose-only effect, or another doubt; inactive means no such curve, though single readings can be large; an effect the other way counts as inactive or inconclusive. The list is partial, so the mix of outcomes need not match the whole.

SMILES	KB-V1 MDR tox	TDP-43 yeast inh	GLP1R inv ag	aSyn yeast inh	D3 antag	PTHR1 ag	GLP1R ag	HEK293 tox	D3 ag
OC(CN1CCC(Cc2ccccc2)CC1)c1ccccc1 (stereo unspecified)	5%	-6%	24%	1%	-88*	-32%[inhibitor]	1%	?	-13
CC(=O)N1N=C(c2c(-c3ccccc3)c3cc(C)ccc3[nH]c2=O)CC1c1ccco1 (stereo unspecified)	-11%	-8%	?	-1%	26	i	22%	-20%	1
c1ccc(CN=C2NN=C(c3ccccc3)CS2)cc1	-29%	13µM*	-17%[0.307 µM]	5%	-12	-53%[inhibitor]	-11%	5%[0.307 µM]	6
c1ccc(CCc2nn3c(C4COc5ccccc5O4)nnc3s2)cc1 (stereo unspecified)	-3%	?	-17%	-35%[inhibitor]	3	-12%[57.5 µM]	9%	0%	-1
O=C(CN1C(=O)CSc2ccccc21)N1CCc2ccccc21	-5%	1%	2%	4%	-16	-5%[57.5 µM]	1%	-4%	-10
COC(=O)c1nnn(CC(=O)NC(=O)Nc2c(C)cccc2C)c1C(=O)OC	0%&-3%	12%&0%	2%&22%	-1%	-7	-22%&-20%	-7%	0%&15%	11&-5
Cc1ccc(/C=N/NC(=O)CN2CCN(Cc3ccccc3)CC2)s1	-4%	-10%[1.82 µM]	9%	4%	6	i	13%	-4%	-11
Cc1c(S(=O)(=O)Nc2cccc3ccccc23)c(=O)n(C)c(=O)n1C	-4%	10%	-4%	12%	-1	i	1%	16%	1
Cc1cccc2nc(CSc3nc4ccccc4[nH]3)cn12	-3%	-22%	3%	-1%	-11	-9%	20%	11%	-13
Cc1ccc(C)c(-n2nnnc2SCC(=O)Nc2c(C)n(C)n(-c3ccccc3)c2=O)c1	2%	-16%	0%	-5%	-3	-6%[57.5 µM]	-12%	-3%	-4
CCOC(=O)c1ccc(Nc2nnc(C)c3ccccc23)cc1	-14%	-7%	11%	-2%	-4	-5%	?	-5%	-7
O=C(COc1cccnc1[N+](=O)[O-])c1ccc(Cl)s1	1%	16%	42%[activator]	-8%	-15	-9%	-1%	-6%	1

A section of the results above, as a working copy:
SMILES	KB-V1 MDR tox	TDP-43 yeast inh	GLP1R inv ag	aSyn yeast inh	D3 antag	PTHR1 ag	GLP1R ag	HEK293 tox	D3 ag
c1ccc(CN=C2NN=C(c3ccccc3)CS2)cc1	-29%	13µM*	-17%[0.307 µM]	5%	-12	-53%[inhibitor]	-11%	5%[0.307 µM]	6
c1ccc(CCc2nn3c(C4COc5ccccc5O4)nnc3s2)cc1 (stereo unspecified)	-3%	?	-17%	-35%[inhibitor]	3	-12%[57.5 µM]	9%	0%	-1
O=C(CN1C(=O)CSc2ccccc21)N1CCc2ccccc21	-5%	1%	2%	4%	-16	-5%[57.5 µM]	1%	-4%	-10
COC(=O)c1nnn(CC(=O)NC(=O)Nc2c(C)cccc2C)c1C(=O)OC	0%&-3%	12%&0%	2%&22%	-1%	-7	-22%&-20%	-7%	0%&15%	11&-5
Cc1ccc(/C=N/NC(=O)CN2CCN(Cc3ccccc3)CC2)s1	-4%	-10%[1.82 µM]	9%	4%	6	i	13%	-4%	-11
Cc1c(S(=O)(=O)Nc2cccc3ccccc23)c(=O)n(C)c(=O)n1C	-4%	10%	-4%	12%	-1	i	1%	16%	1
Cc1cccc2nc(CSc3nc4ccccc4[nH]3)cn12	-3%	-22%	3%	-1%	-11	-9%	20%	11%	-13
Cc1ccc(C)c(-n2nnnc2SCC(=O)Nc2c(C)n(C)n(-c3ccccc3)c2=O)c1	2%	-16%	0%	-5%	-3	-6%[57.5 µM]	-12%	-3%	-4
CCOC(=O)c1ccc(Nc2nnc(C)c3ccccc23)cc1	-14%	-7%	11%	-2%	-4	-5%	?	-5%	-7

Following part:
SMILES	KB-V1 MDR tox	TDP-43 yeast inh	GLP1R inv ag	aSyn yeast inh	D3 antag	PTHR1 ag	GLP1R ag	HEK293 tox	D3 ag
CC12C(=O)N(c3cccc4cccnc34)C(=O)C1C1C=CC2C1 (stereo unspecified)	?	17%	-8%	1%	5	-24%	2%	-9%	0
CC1CCN(C(=O)Cn2c(=O)n(CCCCCC(=O)NCc3ccccc3Cl)c(=O)c3sccc32)CC1	.	-19%	5%	.	.	i	.	-10%	-14
Cc1ccc(NC(=O)CSc2nnc3ccccn23)c(Cl)c1	-11%	0%	1%	-6%	28	-8%	11%	2%	-5
O=C(NCCc1ccc(Cl)cc1)c1ccc2c(c1)N(Cc1ccccc1)CCS2	-11%	29%	-23%	.	.	i	.	0%	3
Fc1ccc(Cn2nnnc2C(c2ccc(Cl)cc2)N2CCSCC2)cc1 (stereo unspecified)	?	35µM*	?	10%	2	-23%	0%	-18%	-1
c1ccc(-c2csc3ncnc(-n4cnc5ccccc54)c23)cc1	?	?	-35%	-11%	-5	-1%	6%	-17%	-5
Cc1ccc(/C=N\NC(=O)COc2ccc(C)cc2[N+](=O)[O-])cc1	2%	-18%[0.397 µM]	?	11%	-5	i	10%	-1%	-10
CCc1ccc2c(c1)CCCN2C(=O)c1ccccc1C(=O)O	?	-16%	0%	-13%	-68*	-2%[57.5 µM]	-4%	-7%	-50
COc1ccc(-n2c(=O)c3sc4ccccc4c3n(CC(=O)Nc3ccccc3F)c2=O)cc1	13%	0%	5%	.	.	i	-1%	-8%	6
CCOc1ccc(NC(=O)c2c[nH]n3c(=O)cc(C4CCN(C(=O)OC(C)(C)C)CC4)nc23)cc1	?	17%	14%	0%	11	-12%	1%	-9%	9
CC(C)C(=O)Nc1cccc(-c2cn3ccccc3n2)c1	0%	11%	11%	-9%	-6	-16%	13%	19%	2
O=C(COC(=O)c1cccs1)c1ccc2ccccc2c1	16%	12%	1%	1%	-4	-19%[57.5 µM]	2%	17%	-3
Oc1cc2ccccc2cc1-c1nnc2n1-c1ccccc1SC2	2%	4%	-29%	-12%	-7	-11%[57.5 µM]	-11%	-11%	-5
COc1cccc(/C=N/Nc2nccnc2Cl)c1O	-15%	?	?	-20%	-2	-17%	-8%	?	-1
Cc1ccc(NC(=O)C2CCN(C(=O)c3cccs3)CC2)cc1	-24%	-3%	-13%	0%	-2	i	10%	16%	-13
Cc1cc(-c2ccccc2)n(-c2ccccc2)n1	?	?	-23%	7%	3	-10%	11%	1%	6
O=C(Cn1cnc2sc(-c3ccccc3)cc2c1=O)N1CCOCC1	-23%	-16%	15%	-2%	6	i	-8%	5%	-4
COc1ccc(-c2ccc(C#N)c(SCC(=O)Nc3sc4c(c3C#N)CCC4)n2)cc1	-6%	-3%	2%	7%	-17	?	-3%	2%	2
COc1ccccc1C(=O)Nc1ccnn1C1CCN(CC2CC=CCC2)CC1 (stereo unspecified)	-6%	-4%	-5%	4%	-3	i	-6%	-44%	-17
Fc1ccc(NCc2nnc(SCc3nnc(-c4ccccc4)o3)n2Cc2ccccc2)cc1	?	0%	?	17%	0	-40%	-3%	?	-1
Cc1cc(Cl)c(S(=O)(=O)N/N=C/c2ccc3c(c2)OCO3)c(Cl)c1	-13%	-20%	0%	-16%	?	-6%	13%	5%	-15
CCOC(=O)CSc1nnc(CNC(=O)c2ccccc2OC)n1-c1ccc(OC)cc1	0%	-8%	5%	-3%	5	i	6%	-11%	0
CCCC(C)c1nnc(NC(=O)CCS(=O)(=O)Cc2ccccc2)s1 (stereo unspecified)	6%	-9%	11%	1%	-14	-12%	4%	12%	-11
O=C(Nc1ccnc(-c2ccncc2)n1)c1ccc(F)cc1	2%	-15%	6%	-11%	-5	-17%	-1%	-2%	-5
CCN(CC)C(=O)c1sc2c(c1C)c(=O)n(Cc1ccccc1)c(=O)n2Cc1ccc(Cl)cc1	?	?	?	.	.	4%	.	-8%	-9
O=C(Nc1cccc(NC(=O)c2ccc(Br)cc2)c1)c1ccccc1	-7%&0%	-11%&24%	-17%&0%	4%	0	-16%	18%	4%&-14%	1&5
Cc1cc(C)cc(NC(=O)CCCc2nc(-c3ccccc3Cl)no2)c1	-5%	7%	?	.	.	i	.	-8%	-1
CCCCC(=O)Nc1ccc(S(=O)(=O)N2CCCCC2c2cccnc2)cc1 (stereo unspecified)	-4%	1%	?	2%	-25	-8%	9%	6%	-2
CCC(=O)c1ccc(OCC(O)CN(C)C2CCCCC2)cc1 (stereo unspecified)	-39%	7%	-27%	0%	-12	-3%	1%	24%	-17
O=C(CSc1nnc(-c2ccc(C(F)(F)F)cn2)o1)Nc1ccccc1Cl	0%	-13%	21%	-8%	3	i	3%	-8%	5
O=C(NC1CCCc2ccccc21)c1ccccc1 (stereo unspecified)	-17%	27%	?	-5%	9	i	0%	84%[activator]	7
C=CCNC(=S)N/N=C(\C)c1cccc(NC(C)=O)c1	-12%	11%	-8%	1%	-2	i	1%	-16%	0
COc1ccc(-c2nc(NC(=O)c3c(C)noc3C)sc2C)cc1	?	19%	-7%	-3%	10	i	0%	15%	10
O=C1CCC(C(=O)N(Cc2ccco2)C2(C(=O)NC3CCCC3)CCCCC2)N1 (stereo unspecified)	0%	13%	29%	-2%	-20	i	0%	-2%	-7
CC(C)C(=O)OCCN=C1NS(=O)(=O)c2ccccc21	17%	-2%	2%	6%	6	i	-10%	8%	-5
Cc1cc([N+](=O)[O-])nn1CC(=O)N1c2ccccc2CC1C (stereo unspecified)	-24%	-17%	6%	-2%	0	10%	5%	11%[1.53 µM]	-30
COc1ccc(O)c(C2=Nc3ccccc3N=C(c3cccs3)C2)c1	-8%	-2%	-13%	-5%	-25	-20%	0%	21%	0
CC(=O)N1CCN(c2ccc(NC(=O)c3cccc([N+](=O)[O-])c3)cc2)CC1	-7%	-1%	27%	1%	-14	i	7%	-1%	-6
